Screening results (PubChem)
ERAP1 HTS inh = human ERAP1 aminopeptidase inhibitors, primary screen, biochemical, single point, plate reader; Endoplasmic reticulum aminopeptidase 1 (Homo sapiens), Q9NZ08; recombinant ERAP1, Leu-AMC fluorescence, 60 min; inhibition, % at 10.7 µM; 340,000 compounds, 0.15% hits;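 active = mean replicate inhibition of at least 30%, or all replicates individually reaching that 30% level; inactive = mean below 30% and not every replicate reaching it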;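 note: 0% = neutral control wells and 100% = L-leucinethiol positive control wells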
RAD52 anneal inh = RAD52 DNA annealing inhibitors, primary screen, biochemical, FRET, single point, set 2; 360,000 compounds, 0.46% hits; DNA repair protein RAD52 homolog (Homo sapiens), P43351; recombinant RAD52 DNA annealing, FRET fluorescence; AID 651710, 2012; inhibition, % at 18.7 µM;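 active = every replicate showing at least 50% inhibition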
Target sequence (P43351 whole entry, looked up): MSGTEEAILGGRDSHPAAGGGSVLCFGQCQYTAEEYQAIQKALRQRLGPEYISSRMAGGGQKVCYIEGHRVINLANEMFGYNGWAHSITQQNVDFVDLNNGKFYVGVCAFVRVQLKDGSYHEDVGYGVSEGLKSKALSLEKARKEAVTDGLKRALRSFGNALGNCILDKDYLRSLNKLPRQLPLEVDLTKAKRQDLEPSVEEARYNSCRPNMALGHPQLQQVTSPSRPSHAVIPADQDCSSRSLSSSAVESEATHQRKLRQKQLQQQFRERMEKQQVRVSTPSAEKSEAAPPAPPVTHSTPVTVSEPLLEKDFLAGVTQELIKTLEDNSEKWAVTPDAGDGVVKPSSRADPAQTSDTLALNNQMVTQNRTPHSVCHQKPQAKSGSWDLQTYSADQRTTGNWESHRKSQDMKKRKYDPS
* marks the source's active call; other numbers are inactive results. Not all compounds are listed; rates above refer to the full screens.

no.	ERAP1 HTS inh	RAD52 anneal inh	SMILES
1	2	-37	CC(C)CNS(=O)(=O)c1cc(C(=O)OCC(=O)c2ccc3c(c2)OCCO3)c(Cl)cc1Cl
2	-2	-14	CCc1ccc(NC(=S)Nc2ccc3cn[nH]c3c2)cc1
3	-5	-131	Cc1ccccc1OCC(=O)Nc1ccc2c(c1)C(=O)c1ccccc1C2=O
4	-1	-16	Cc1cccn2c(CNCCCOc3cccnc3)c(C(=O)N3CCOCC3)nc12
5	-1	-9	O=C(c1ccc(Cl)cc1)N1CCN(c2cccc3[nH]ccc23)CC1
6	1	-5	COc1cccc(CNC(=O)CCc2nnc(C3CCCCC3)o2)c1
7	-4	-7	C=CCNC(=S)Nc1cccc(NC(=S)NCC=C)c1
8	11	-1	COc1ccccc1N1CCN(C(=O)c2cccc3c(=O)c(C)c(-c4ccccc4)oc23)CC1
9	-3	-5	Cc1ccc(NC(=O)c2ccccc2OCc2ccc([N+](=O)[O-])cc2)nc1
10	1	1	COC(=O)C1=C(C)N(Cc2cccnc2)C(=O)/C1=C\c1cccs1
11	0	-4	CCC(=O)N(C1=C(NC)C(=O)c2ccccc2C1=O)C(C)C
12	4	-6	COc1nc(N2CCCC2)nc(-n2nnc(C(C)=O)c2C)n1
13	1	-3	O=[N+]([O-])c1cccc(C=Nc2cc3c(cc2Br)OCCO3)c1
14	0	-9	O/N=C/c1cc(Br)cs1
15	5	-10	COc1ccc(OCC(=O)c2c[nH]c3ccccc23)cc1

Record cards (already shown). Screens in order: ERAP1 HTS inh | RAD52 anneal inh
`O=[N+]([O-])c1cccc(C=Nc2cc3c(cc2Br)OCCO3)c1` is listed with 1 | -3
`O/N=C/c1cc(Br)cs1` is listed with 0 | -9

(continued)
no.	ERAP1 HTS inh	RAD52 anneal inh	SMILES
16	6	2	COC(=O)c1ccccc1NC(=O)NC1CCCC1
17	3	-7	CCOC(=O)c1c(S(=O)(=O)N2CCCC2)c(C)n(C)c1C
18	-1	-1	CCN(CC(=O)Nc1c(F)cccc1F)C(=O)/C=C/c1ccc(S(=O)(=O)N2CCCCCC2)cc1
19	3	-2	COc1ccc(CCN=C(N)NS(=O)(=O)c2ccc(C)c(C)c2)cc1
20	4	-6	C(=N\Nc1nc2ccccc2s1)/c1ccc2c(c1)OCO2
21	11	-13	O=c1c2cc(Br)ccc2nc(-c2ccc([N+](=O)[O-])cc2)n1O
22	4	-20	CCOC(=O)c1c(-c2ccc(C)s2)csc1N
23	4	2	O=C(NNC1OC(CO)C(O)C(O)C1O)c1cccc(Br)c1 (stereo not drawn)
24	-3	-1	O=c1c2cc(-c3ccccc3)sc2nc2n1CCC2
25	-4	-31	NS(=O)(=O)c1ccc(NC(=O)COC(=O)C2CCCCC2)cc1
26	3	-6	O=Cc1ccccc1Oc1nc(N2CCOCC2)nc(N2CCOCC2)n1
27	9	2	CCCn1ncc(CN2CCN(CCc3ccccc3)C(CCO)C2)c1C (stereo not drawn)
28	-4	31	CCCCN(CC)CCCNC(=O)C1CCN(c2ncnc3c2sc2cccc(F)c23)CC1
29	-1	-1	Nc1cc(Cl)ccc1N1CCCCC1
30	7	-20	CC1=CC(c2ccc(Cl)cc2)n2nc(NC(=O)CCCC(=O)O)nc2N1 (stereo not drawn)

Look-ups from the list:
In ERAP1 HTS inh, COC(=O)C1=C(C)N(Cc2cccnc2)C(=O)/C1=C\c1cccs1 has the entry 1
In RAD52 anneal inh, COC(=O)c1ccccc1NC(=O)NC1CCCC1 has the entry 2
In ERAP1 HTS inh, CCC(=O)N(C1=C(NC)C(=O)c2ccccc2C1=O)C(C)C has the entry 0

Carrying on:
no.	ERAP1 HTS inh	RAD52 anneal inh	SMILES
31	1	-11	O=C(N/C(=C\c1cccnc1)C(=O)N1CCOCC1)c1ccco1
32	4	-9	Cc1ccc(NC(=O)CCC(=O)OCC(=O)c2ccc(Oc3ccc([N+](=O)[O-])cc3)cc2)cc1
33	0	0	O=C(NCCCCO)c1ccc2c3c(cccc13)CC2
34	1	12	COc1ccc(-c2c(C(=O)c3ccccc3)[nH]c(N)c2C(=O)NCc2ccccc2)cc1OC
35	-3	-36	CCOc1ccccc1NC(=O)N1CCCC(c2nc(-c3ccc(C)o3)no2)C1 (stereo not drawn)
36	-1	10	CC(C)(C)c1cc(N)n2nc(C(C)(C)C)cc2n1
37	4	-5	CCOc1ccc(S(=O)(=O)N/N=C(\C)c2ccc(OC)cc2OC)cc1
38	0	-6	COc1cc(C(=O)OCC(=O)NCC2CCCCC2)ccc1OCC(C)C
39	-1	-10	N#Cc1c(N)nc(Sc2ccc(Cl)cc2)c(C#N)c1-c1ccccc1Cl
40	-5	-10	COCCNC(=O)CCc1c(C)nc2nc(-c3cc(OC)cc(OC)c3)nn2c1C
41	2	-3	CN(CCC1CCOCC1)C(=O)CC1C(=O)NCCN1CC1CCCCC1 (stereo not drawn)
42	0	-12	Cc1ccc2[nH]c(=O)c(CN(CC3COCCO3)C(=O)Nc3ccccc3F)cc2c1 (stereo not drawn)
43	1	-10	Oc1ccc2ccccc2c1C1Nc2cccc3cccc(c23)N1
44	4	-2	CC(=O)c1cccc(NC(=O)COC(=O)COc2ccccc2C)c1
45	-4	-31	CC1=C(C#N)CCC(=O)N1Cc1c(F)cccc1Cl
46	7	-16	O=[N+]([O-])c1cccc2c(Cl)ccnc12
47	-4	-62	Brc1cccc(CNc2nc3ccccc3n2CCN2CCCCC2)c1
48	3	49	CN(C)CCCNC(=O)/C(=C\c1ccc(-c2cccc([N+](=O)[O-])c2)o1)NC(=O)c1ccccc1
49	10	-7	C#CCOC(=O)C1C2C=CC(C2)C1C(=O)O (stereo not drawn)
50	9	6	Cc1nc2cc(Cl)c([N+](=O)[O-])cc2s1
51	-2	-57	Nc1nnc(SCC(=O)OCC(=O)c2ccccc2Br)s1
52	10	-6	COc1ccccc1NC(=O)Nc1nnc(C(C)C)s1
53	2	-10	COC(=O)C(NC(=O)C(C)NC(=O)OCc1ccccc1)C(C)C (stereo not drawn)
54	-3	5	CCOC(=O)C1(Cc2ccc(OC)cc2)CCN(C(=O)CCn2ccc(C)n2)CC1
55	0	-10	COc1ccc(/C=C/C(=O)c2cc(F)ccc2OC(=O)c2ccccc2OC)cc1OC
56	2	-4	COc1ccc(/C=N/NC(=O)CCn2nnc3ccccc32)cc1
57	-1	-6	COc1ccc(CSCC(=O)Nc2ccccc2SC)cc1
58	3	-6	NNC(=O)c1ccc(CN2C(=O)c3cccc4cccc2c34)cc1
59	-5	-14	O=C(/C=C/c1cccc(Cl)c1)OCc1cn2cc(Cl)ccc2n1
60	4	6	Cc1cccc(-n2c(-c3csc(C)c3)n[nH]c2=S)c1

4 compounds out of the list above, arranged by the value under RAD52 anneal inh, smallest number first:
no.	ERAP1 HTS inh	RAD52 anneal inh	SMILES
35	-3	-36	CCOc1ccccc1NC(=O)N1CCCC(c2nc(-c3ccc(C)o3)no2)C1 (stereo not drawn)
44	4	-2	CC(=O)c1cccc(NC(=O)COC(=O)COc2ccccc2C)c1
23	4	2	O=C(NNC1OC(CO)C(O)C(O)C1O)c1cccc(Br)c1 (stereo not drawn)
54	-3	5	CCOC(=O)C1(Cc2ccc(OC)cc2)CCN(C(=O)CCn2ccc(C)n2)CC1

(more compounds)
no.	ERAP1 HTS inh	RAD52 anneal inh	SMILES
61	3	-47	COc1cc(C(=O)NCC(c2ccc(F)cc2)N2CCOCC2)ccc1OCc1ccccc1Cl (stereo not drawn)
62	9	-15	Cc1cccc(NC(=O)CSc2nnc(Cc3ccccc3)o2)c1
63	1	-7	Nc1c(N(Cc2ccccc2)C(=O)COc2cccc(Cl)c2)c(=O)[nH]c(=O)n1Cc1ccccc1
64	-1	-27	COc1ccc(/C=N\NC(=O)c2ccc(Cn3cc(Br)c([N+](=O)[O-])n3)o2)c(OC)c1C
65	2	-7	CCn1cc(CNC(=O)CSc2nc(-c3ccc(OC)c(OC)c3)cc(C(F)(F)F)n2)c(C)n1
66	-4	-4	Cc1cccc(C(=O)OCC(=O)c2c(N)n(CC(C)C)c(=O)n(C)c2=O)c1O
67	-2	1	CC(=O)Nc1ccc(S(=O)(=O)N=S(C)(C)=O)cc1
68	6	-23	N#CC(=C=[N-])c1nc2ccccc2nc1-[n+]1cccc(NC(=O)c2ccc(F)cc2)c1
69	-6	-9	O=[N+]([O-])c1cccc(S(=O)(=O)NCC2CCCO2)c1 (stereo not drawn)
70	4	-3	COc1ccc(N2CCN(C(=O)c3cc(S(=O)(=O)N4CCCCCC4)ccc3OC)CC2)cc1
71	1	-19	O=C(Nc1cccc(C(F)(F)F)c1)C(Sc1cccc[n+]1[O-])c1ccccc1 (stereo not drawn)
72	1	-25	CCc1cccc(CC)c1NC(=O)c1cc(CN2C(=O)c3ccccc3C2=O)ccc1OC
73	0	-13	Cc1nc2sc(C(=O)c3ccccc3)c(N)c2c(C)c1C
74	2	-14	N#CCC(=O)N1CCN(C=O)CC1
75	-1	-8	COc1ccc(CC2(CO)CCN(Cc3ccc(NC(C)=O)cc3)CC2)cc1
76	2	-12	Cc1cc(NC(=S)Nc2ccccc2)ccc1Br
77	-3	-7	CC(C)[C@H](NC(=O)c1ccco1)C(=O)NC12CC3CC(CC(C3)C1)C2
78	10	-7	COc1ccccc1-c1nnc(SC(C(=O)c2c[nH]c3ccccc23)c2ccccc2)n1C (stereo not drawn)
79	0	-17	O=C(Cc1cccs1)NNC(=O)c1ccc(F)cc1
80	4	-4	O=C1Nc2ccccc2C1Cc1ccccc1 (stereo not drawn)
81	-1	-5	CCN1C(=O)/C(=c2\sc3nc(=O)c(Cc4ccccc4)nn3c2=O)c2ccccc21
82	4	-7	O=S1(=O)CC/C(=N\Nc2ccc(F)cc2)c2ccsc21
83	1	-30	Cc1ccccc1CN1C(=O)c2ccccc2S(=O)c2ccc(C(=O)NCCCN3CCOCC3)cc21 (stereo not drawn)
84	-10	27	CN(C)CCN(C(=O)c1ccc(N2C(=O)CCC2=O)cc1)c1nc2cc3c(cc2s1)OCCO3
85	-1	-10	C=CCOc1ccc(/C=C/C(=O)OCC(=O)N2CCCc3ccccc32)cc1
86	-1	-8	CCOC(=O)CN1C(c2ccc(O)cc2)Nc2ccc(Br)cc2C1c1ccccc1 (stereo not drawn)
87	-4	-13	Fc1cccc(Cl)c1/C=C/c1cnc2ccccc2n1
88	-1	-16	O=C(NC1CCCCC1)C1c2ccccc2OCC(=O)N1C1CC1 (stereo not drawn)
89	3	-11	Cc1ncnc(N)c1CCCNc1ccccc1
90	1	-444	COc1cc(/C=C(\C#N)c2nc3ccccc3[nH]2)cc(OC)c1O
91	6	5	CCCCS(=O)(=O)Nc1ccc2cn[nH]c2c1
92	0	-14	CCCCNC(=O)C1c2ccccc2OCC(=O)N1CCc1ccc(OC)c(OC)c1 (stereo not drawn)
93	11	-7	O=C(O)CCCCn1c(SCc2cc(=O)n3cc(Cl)ccc3n2)nc2ccsc2c1=O
94	-1	-4	O=C(CN(C1CCCCC1)S(=O)(=O)c1ccc(Br)cc1)NCc1cccnc1
95	6	-10	CN(C(=O)COC(=O)c1ccc(Cl)cc1N)C1CCCCC1
96	4	-8	CCOC(=O)c1ccc(N/C=C/C(=O)C(C)(C)C)cc1
97	2	-7	CCC(C)CCCCNC1=NCCS1 (stereo not drawn)
98	-1	-18	COc1cccc(C(C)NC(=S)NCc2ccc(Cl)cc2)c1 (stereo not drawn)
99	-3	0	CC(C(=O)Nc1ncccn1)(c1ccccc1)c1ccccc1
100	2	4	CS(=O)(=O)N(CC(=O)Nc1ccccc1C(=O)NCc1ccco1)c1ccccc1F
101	0	-2	Nc1nc(SCC(=O)c2cccc([N+](=O)[O-])c2)n[nH]1
102	9	3	CNC(=O)CSc1nnc(-c2cc(C)cc(C)c2)o1
103	3	-124	O=C(Nc1ccc(S(=O)(=O)Nc2nccs2)cc1)c1cccc(N2C(=O)c3ccccc3C2=O)c1
104	-1	-1	O=C(c1ccco1)N1CCN(c2cc(N3CCOCC3)c(F)cc2[N+](=O)[O-])CC1
105	4	-330	N#Cc1c2nc3ccccc3nc2n2cc(NC(=O)c3ccc(F)cc3)ccc12

The closing two records of the section before are carried over, then new ones follow.
no.	ERAP1 HTS inh	RAD52 anneal inh	SMILES
104	-1	-1	O=C(c1ccco1)N1CCN(c2cc(N3CCOCC3)c(F)cc2[N+](=O)[O-])CC1
105	4	-330	N#Cc1c2nc3ccccc3nc2n2cc(NC(=O)c3ccc(F)cc3)ccc12
106	0	-1	O=C(Nc1cccc(O)c1)c1ccc(C(=O)c2ccccc2)o1
107	3	-11	O=C(Nc1cnccn1)Nc1cccc(Cl)c1Cl
108	8	-8	C1CC(CN2CCOCC2)CN(Cc2nc(CC3CC3)no2)C1 (stereo not drawn)
109	7	-6	O=C(N/N=C/C=C/c1ccc(Br)cc1)C(O)c1ccccc1 (stereo not drawn)
110	-7	-9	O=C1NCC(c2ccccc2)C1C(=O)N/N=C/c1ccc(Cl)s1 (stereo not drawn)
111	7	-19	Cc1ccc(/C=C2\SC(=S)N(C3CCS(=O)(=O)C3)C2=O)cc1 (stereo not drawn)
112	0	-19	COc1c(C(=O)Nc2ccc3[nH]c(=O)[nH]c3c2)cc2ccccc2c1Br
113	-3	-8	C/C(=N/NC(=O)c1ccco1)c1cccnc1
114	1	-12	CCCC#Cc1ccc(CC[C@H]2O[C@H]3CC[C@@H](CO)O[C@H]3C[C@H]2NC(=O)CN2CCOCC2)cc1
115	3	-3	CCOC(=O)N1CCN(C(=O)/C=C/c2ccc3c(c2)OCO3)CC1
116	-2	-8	Nc1nnc(SCC(=O)Nc2sc3c(c2C(=O)c2ccccc2)CCCC3)s1
